M1 PAM parental: nonselective calcium activators in parental CHO-K1 cells, primary screen, counter-screen for M1 PAM project, cell-based, Fluo-8 calcium fluorescence, full deck, 1536-well | ATP EC20; 0% at ATP EC20, 100% at ATP max | activation, % at 3 µM | actives 0.02% (n = 360,000);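 active means activation above the run cutoff, the mean activation of all test compounds plus 3 SD, cut at about 40% in these data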;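 further: peak over basal fluorescence ratio in a 140 s read after ATP addition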
OXTR potentiator: human OXTR potentiators, primary screen, fluorescence, CHO-OTR cells, Fluo-8 calcium. Fluo-8 calcium fluorescence, potentiator mode; 0% = oxytocin EC15, 100% = EC100. actives 0.061% (n = 320,000). Oxytocin receptor (Homo sapiens), P30559. activation, % at 3 µM;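 active means activation above that plate's cutoff, the mean activation of tested compounds plus 3 SD, cut at about 6.6% in these data, passing the limit was not always enough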;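 further: 100% uses oxytocin at 75 nM as the full agonist control; some results filed as inactive read as strong as hits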
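test system = CHO-OTR cells, human receptor | compound = single-point 3.0 µM | schedule = 6 min compound pre-incubation at room temperature, 100 s kinetic read | signal = Fluo-8 no-wash calcium dye fluorescence, excitation 470-495 nm, emission 515-575 nm | repeats = single well per compound, singlicate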
CHO-K1 Ca antag: M1 antagonist counterscreen hit in parental CHO-K1 cells; actives 0.6% (n = 360,000); ATP-induced calcium, Fluo-8 fluorescence; inhibition, % at 3 µM;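 active means inhibition above a per-plate cutoff, the plate's mean sample inhibition plus 3 SD, cut at about 24% in these data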;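 further: 0% = DMSO plus EC80 ATP and 100% = DMSO alone without ATP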
TAAR1 antag: human TAAR1 antagonists, primary screen, Fluo-8 calcium fluorescence, CHO RD-HGA16 cells; Trace amine-associated receptor 1 (Homo sapiens), Q96RJ0; antagonist; inhibition, % at 3 µM; actives 1.5% (n = 360,000); AID 624466, 2012;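 active means inhibition above a per-plate cutoff, the mean inhibition of test compounds on that plate plus 3 SD, cut at about 49% in these data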;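 further: 0% = DMSO plus EC80 beta-PEA response and 100% = DMSO alone without agonist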
Target sequence (Q96RJ0 whole entry, looked up): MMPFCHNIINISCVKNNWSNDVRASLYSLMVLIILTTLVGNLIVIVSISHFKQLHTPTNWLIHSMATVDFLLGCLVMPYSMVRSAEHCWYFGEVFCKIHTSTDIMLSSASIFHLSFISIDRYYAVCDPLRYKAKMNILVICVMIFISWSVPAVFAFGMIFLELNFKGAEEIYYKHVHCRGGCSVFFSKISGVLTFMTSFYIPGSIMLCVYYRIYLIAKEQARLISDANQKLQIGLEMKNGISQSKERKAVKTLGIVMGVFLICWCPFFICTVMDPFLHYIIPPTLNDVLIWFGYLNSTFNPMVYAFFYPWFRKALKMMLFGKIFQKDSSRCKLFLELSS
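Material: RD-HGA16 CHO cells with stable hTAAR1 and Gα16; Dosing: single nominal final test compound concentration of 3 µM; Schedule: seeding 17-24 h prior, 75-min 37 °C, 30-min RT dye loading; Detection: kinetic Fluo-8 calcium fluorescence measurement; Measure: % inhibition from peak post-agonist over basal fluorescence ratio; Benchmarks: vehicle and agonist controls.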
V1aR counter: agonists of human V1a receptor, primary screen, counter-screen for OXTR agonist project, fluorescence, CHO-V1R cells. Fluo-8 calcium fluorescence, agonist mode; 0% DMSO, 100% 3 nM vasopressin. activation, % at 3 µM. Vasopressin V1a receptor (Homo sapiens), P37288. actives 0.25% (n = 320,000);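 active means activation above the mean activation of all tested compounds plus 3 SD, per screening run, cut at about 20% in these data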;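 further: signal is peak over basal fluorescence ratio across a 100 second FLIPR read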
CHO parental Ca: ATP-evoked calcium signal inhibitors, parental CHO, primary screen, counter-screen for OX1R antagonist project, cell-based, fluorescence, Fluo-8 calcium dye | parental CHO-K1, ATP-induced calcium, Fluo-8 fluorescence | inhibition, % at 5.6 µM | actives 0.63% (n = 330,000);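 active means inhibition above that plate's mean sample inhibition plus 3 SD, cut at about 26% in these data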;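 further: 0% = ATP-challenged DMSO wells and 100% = DMSO wells without ATP; some compounds past the cut are filed as inactive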
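test system = CHO parental line | reagent = ATP stimulus | measured by = intracellular calcium via Fluo-8 no-wash fluorescent dye | control set = ATP and no-ATP DMSO wells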
M1 ag: human M1 muscarinic receptor agonists, primary screen, Fluo-8 calcium fluorescence, CHO-K1 cells, HTS | Muscarinic acetylcholine receptor M1 (Homo sapiens), P11229 | CHO-K1 hM1, agonist mode; 0% DMSO, 100% acetylcholine EC100 | activation, % at 3 µM | actives 0.33% (n = 360,000) | AID 588814, 2011;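 active means activation above the run's mean compound activation plus 3 SD, cut at about 16% in these data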;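 further: peak over basal fluorescence ratio within a 140 s kinetic read after compound addition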
Target sequence (P11229 whole entry, looked up): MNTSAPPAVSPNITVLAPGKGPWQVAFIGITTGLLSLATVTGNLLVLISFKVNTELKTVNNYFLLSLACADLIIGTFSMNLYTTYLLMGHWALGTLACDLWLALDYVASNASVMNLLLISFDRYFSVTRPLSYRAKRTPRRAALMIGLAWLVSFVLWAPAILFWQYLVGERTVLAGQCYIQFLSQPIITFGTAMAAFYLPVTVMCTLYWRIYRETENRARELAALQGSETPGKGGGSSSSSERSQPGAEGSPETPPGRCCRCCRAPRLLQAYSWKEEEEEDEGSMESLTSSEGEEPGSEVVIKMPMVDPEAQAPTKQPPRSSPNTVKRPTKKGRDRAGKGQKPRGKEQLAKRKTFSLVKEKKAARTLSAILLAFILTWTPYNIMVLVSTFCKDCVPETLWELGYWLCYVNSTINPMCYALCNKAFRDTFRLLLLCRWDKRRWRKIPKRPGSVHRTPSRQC
M1 ag parental: counter-screen for M1 agonists: effect in parental CHO-K1 cells | activation, % at 3 µM | Fluo-8 calcium fluorescence; scaled to maximal ATP response, vehicle zero | actives 0.48% (n = 360,000); in the data active means activation above about 15%;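 further: untransfected CHO-K1 host cells lacking M1 receptor as counterscreen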
TAAR1 agonist: human TAAR1 agonists, primary screen, Fluo-8 calcium fluorescence, CHO RD-HGA16 cells | vehicle wells 0%, saturating PEA agonist 100% | activation, % at 3 µM | Trace amine-associated receptor 1 (Homo sapiens), Q96RJ0 | AID 624467, 2012 | actives 0.99% (n = 360,000);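 active means activation above the mean activation of all test compounds in the run plus 3 SD, cut at about 38% in these data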
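System: CHO RD-HGA16 cells carrying human TAAR1 plus Gα16; Incubation: 17-24 h seeding, 75 min 37 °C dye, 30 min RT; Measured by: Fluo-8 fluorescence, 5 s baseline then 140 s kinetic read; Control set: DMSO and PEA EC100; Replication: single well for each compound.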
The depositor's hits bear a star; / = not tested or not shown.

SMILES	M1 PAM parental	OXTR potentiator	CHO-K1 Ca antag	TAAR1 antag	V1aR counter	CHO parental Ca	M1 ag	M1 ag parental	TAAR1 agonist
COc1ccccc1N1CCN(C(=O)c2c(C)cc(=O)oc2C)CC1	20	-11	-8	11	0.2	-1	-3	0.8	0
O=C(COc1ccc2c3c(c(=O)oc2c1)CCC3)c1ccc2c(c1)OCO2	14	-2	2	19	0.3	-14	-3	0.7	2
O=C(c1cnn(-c2ccc(Cl)cc2)c1)c1ccccc1O	-13	-13	22	1	0.2	-11	-6	0.2	0
O=C(N/N=C/c1cccc2nccnc12)c1ccccc1O	-4	-2	7	-1	-1.1	-11	0	1.6	2
COc1ccc(CN2CCNC(=O)C2CC(=O)NCCc2nc(C)c(C)s2)cc1C (centres undefined)	22	-7	-16	-5	0.4	-18	-3	1.0	9
Cc1ccccc1NC(=O)Cc1c(O)c2ccccc2[nH]c1=O	11	0	-5	-4	0.4	-9	-1	0.6	13
CCOC(=O)C1CCN(Cc2c(C(=O)N3CCOCC3)nc3c(C)cccn23)CC1	14	0	-3	-16	0.7	-4	-4	0.5	0
CN(C)c1ccc(NC(=S)NCC2CCCO2)cc1 (centres undefined)	2	-8	10	15	0.1	-5	-8	0.0	1
COc1cccc(OC)c1OCCOCCN1CCN(C)CC1	0	-8	-9	-12	0.0	-4	-1	0.5	2
O=C(NCc1ccco1)C1CCCN1S(=O)(=O)c1ccc2ccccc2c1 (centres undefined)	-2	-3	1	-6	0.0	-22	-3	0.0	4
Cc1ccccc1CSc1nnc(-c2cnccn2)n1C	3	4	-5	2	-0.3	-9	-5	0.2	0
CCc1ccc(Nc2nc(C)cc(C)c2C(N)=O)cc1	-7	4	2	-10	-0.2	-11	-5	-0.2	8
CCOC(=O)Cn1c(C(F)(F)F)nc2nc(Cl)c(Cl)nc21	-5	/	-7	3	/	/	-4	0.4	1
CCn1c(=O)c(C(=O)CN(C)CC(=O)Nc2cccc(F)c2)c(N)n(Cc2ccccc2)c1=O	14	-8	-20	-15	2.3	-20	-6	2.3	10
O=C(NCCc1ccccc1)c1n[nH]c(=O)c2ccccc12	-13	0	20	-9	0.8	-6	-7	0.5	6
CCOC(=O)c1cccc(NC(=O)N[C@@H](C)C(=O)OC)c1	11	-5	8	2	0.4	-2	4	0.0	3
COc1ccc(-c2cn3c(n2)CCC3)cc1	13	-6	-2	-16	0.7	-26	-6	0.2	6
O=C(C1CCC(CNc2c(N3CCCCC3)c(=O)c2=O)CC1)N1CCN(C2CCCCC2)CC1 (centres undefined)	13	-1	-7	-6	1.0	-2	-4	0.7	1
Cc1c(C(=O)C(=O)NCc2cccs2)c2ccccc2n1C	-4	-21	-8	1	-0.9	6	-6	2.5	6
CC[C@@H](C)C(N)c1cn([C@@H](CCC(=O)O)C(=O)N2CCNCC2)nn1 (some centres undefined)	27	2	-11	-1	1.8	1	-2	1.2	20
CC(C)(C)c1ccc(C(=O)NCCC(=O)Nc2ccc(S(=O)(=O)Nc3nccs3)cc2)cc1	-14	/	13	-2	/	/	-4	-0.5	-1
CC(C)COC(=O)N1CCCC(c2cc(C(=O)Nc3ccccc3Cl)no2)C1 (centres undefined)	23	/	-17	-36	/	/	-7	0.8	1
OCCN1CCN(CC/C=C2/c3ccccc3Sc3ccc(Cl)cc32)CC1	11	-15	0	8	6.2	11	-6	1.7	19
COc1ccc(NC(=O)CN2CCN(CC#N)CC2)cc1	-9	-2	2	-16	1.3	-1	-4	-0.2	2
CCSc1oc(-c2ccccc2)nc1S(=O)(=O)c1ccccc1	11	-3	-21	-10	-0.9	-15	-2	0.2	5
O=C(N/N=C/c1ccc2c(c1)OCO2)c1cc2ccccc2o1	18	2	-12	7	0.2	-8	-1	-0.2	0
N#Cc1ccc(C(=O)OCC(=O)N2CCCC2)cc1	11	-12	-14	-3	-0.1	-16	-4	0.8	-1
O=C(CCCOc1ccccc1)N1CCc2ccccc2C1	11	1	-4	1	0.2	-16	-4	0.1	0
CN(CCOc1ccc(Cl)cc1)C(=O)Cc1ccc(S(=O)(=O)N2CCOCC2)s1	-18	-10	9	2	11	-10	1	9.6	13
O=C(Nc1ccnn1C1CCN(Cc2ccc(O)c(Cl)c2)CC1)C1CCCC1	-6	-10	1	10	1.2	2	-4	0.3	0

Four compounds out of the list, arranged by molar mass, ascending:
SMILES	M1 PAM parental	OXTR potentiator	CHO-K1 Ca antag	TAAR1 antag	V1aR counter	CHO parental Ca	M1 ag	M1 ag parental	TAAR1 agonist
COc1ccc(NC(=O)CN2CCN(CC#N)CC2)cc1	-9	-2	2	-16	1.3	-1	-4	-0.2	2
O=C(N/N=C/c1ccc2c(c1)OCO2)c1cc2ccccc2o1	18	2	-12	7	0.2	-8	-1	-0.2	0
OCCN1CCN(CC/C=C2/c3ccccc3Sc3ccc(Cl)cc32)CC1	11	-15	0	8	6.2	11	-6	1.7	19
CC(C)COC(=O)N1CCCC(c2cc(C(=O)Nc3ccccc3Cl)no2)C1 (centres undefined)	23	/	-17	-36	/	/	-7	0.8	1

Next structures
SMILES	M1 PAM parental	OXTR potentiator	CHO-K1 Ca antag	TAAR1 antag	V1aR counter	CHO parental Ca	M1 ag	M1 ag parental	TAAR1 agonist
O=C(N/N=C1\CC2CC=CC12)c1ccc(O)cc1 (centres undefined)	0	3	11	10	0.3	-7	1	-0.4	5
CC(=O)C1=C(O)C(=O)N(CCc2ccccc2)C1c1ccccc1[N+](=O)[O-] (centres undefined)	19	3	-6	43	0.3	5	-4	0.4	67*
S=c1[nH]nc(-c2ccncc2)n1/N=C/C=C/c1ccco1	14	-3	3	-2	-0.1	-7	-4	0.2	7
CC(C)Oc1ccc(C2CC(=O)N(c3cccc(/C=C/C(=O)O)c3)C2=O)cc1 (centres undefined)	5	-1	-8	7	0.7	-1	-3	0.6	0
Cc1ccc(N(CC(=O)NCc2ccc(F)cc2)S(=O)(=O)c2cccs2)cc1	-2	-3	-5	-13	-0.5	-21	-5	7.0	5
CCOC(=O)CSc1nc2c(c(=O)[nH]c(=O)n2C)n1Cc1ccccc1	6	-3	5	0	-0.2	-8	-1	-0.5	2
CN1CC2(C)OC(=O)C(Cl)=C2CC1c1ccccc1 (centres undefined)	14	-1	-7	-17	-0.6	-3	-9	0.8	-1
CCCCOc1ccc(OCCCC)c2c1NC1(N2)C(=O)N(C(C)=O)c2ccccc21	13	-18	-6	5	0.0	-12	-2	0.3	10
CCN(CC)S(=O)(=O)c1cccc(-c2nnc(SCc3nnc(-c4ccccc4)o3)n2C)c1	10	-3	-6	-13	0.4	-27	-4	1.4	6
COc1ccc(C/C(C)=N/NC(=O)c2ccncc2)cc1	19	1	-6	1	0.2	-3	-3	0.5	7
CCNC(=S)N1CCNC(=O)C1CC(=O)OC (centres undefined)	9	0	1	5	0.6	-6	-1	0.0	8
C/C(=N\NC(=O)c1cc(-c2cccnc2)nc2ccccc12)c1ccc(O)cc1O	21	-3	-11	9	0.1	-24	-5	1.8	1
CCOC(=O)C1(C)CCCN1C(=O)c1ccc(N(C)C)cc1 (centres undefined)	-5	/	5	-5	/	/	-3	-0.3	1
Cc1nnnn1/C(=C\c1ccccc1)C(=O)OCC(=O)N1CC2(C)CC1CC(C)(C)C2 (centres undefined)	26	-2	-2	-1	0.3	-19	-9	4.5	3
CN(CC(=O)Nc1ccc(Cl)cc1)Cc1cc(=O)n2ccsc2n1	20	-4	-14	12	0.5	-2	-6	1.4	0
COCCNC(=O)C(c1ccc(OC)cc1)N(Cc1ccco1)C(=O)CCC(=O)Nc1ccccn1 (centres undefined)	8	-9	-18	0	-0.6	-9	-4	0.1	1
COc1ccc(NC(=O)CN2C(=O)c3cccc4cccc2c34)cc1OC	1	-12	4	-22	2.0	-9	-1	-0.1	3
Cc1ccccc1NC(=O)COC(=O)c1ccc2c(c1)C(=O)N(CCCN1CCOCC1)C2=O	11	/	-12	-13	/	/	-3	0.9	-1
O=C(c1ccc2ccccc2c1)c1cccc(F)c1C(=O)O	-13	/	-4	-10	/	/	-4	0.1	1
c1ccc(Sc2ncccn2)nc1	2	-7	-5	10	-1.2	-7	-1	4.1	0
Cc1cc(C)c2c(CN3CCC(C)CC3)cc(=O)oc2c1	-11	-10	-4	-5	-0.3	-8	-10	7.2	1
COc1cc(CN2CCN(Cc3ccco3)CC2)cc(OC)c1	-4	-7	-1	-10	1.0	-6	-10	0.5	1
CC(=O)c1cnc(Nc2nc(C)c3cc(C)c(C)cc3n2)nc1C	-22	-7	1	-9	-0.5	-11	-2	-0.2	2
CC1CCCC(NC(=O)COC(=O)c2cccc(NS(=O)(=O)/C=C/c3ccccc3)c2)C1C (centres undefined)	4	0	11	14	0.9	-30	-3	1.6	3
CN1CCN(S(=O)C23CC4CC(CC(C4)C2)C3)CC1 (centres undefined)	9	0	-11	-5	0.3	-1	-8	1.1	10
O=C1/C(=C/c2ccccn2)SC(=S)N1N1CCOCC1	4	-6	-7	-6	0.9	0	-2	0.4	5
COc1ccc(OC)c2sc(N(CCN(C)C)C(=O)/C=C/c3cccs3)nc12	-8	-10	-1	7	9.0	10	-4	2.0	5
COc1cccc(CN2CCC2(C)C(=O)Nc2cccc(Oc3ccccc3)c2)c1OC (centres undefined)	12	/	-11	-2	/	/	-4	0.6	1
O=C(COC(=O)CNC(=O)C12CC3CC(CC(C3)C1)C2)Nc1ccccc1	-15	-7	5	33	0.1	1	-4	0.4	3
CN1CCN(C(c2cccs2)c2nnnn2Cc2ccc(F)cc2)CC1 (centres undefined)	0	-7	-6	-11	0.6	25	-4	1.7	3
Cc1ccc(NC(=O)NCCSc2ccc(C)cc2)cc1	-5	-14	-8	-42	-0.9	19	-3	4.0	12
Cc1ccccc1OCCNc1cc(N2CCCCC2)ccc1[N+](=O)[O-]	11	-11	2	19	0.9	37*	-3	0.2	6

3 of the entries above in order of the OXTR potentiator value, high to low.
Structure,OXTR potentiator
CCN(CC)S(=O)(=O)c1cccc(-c2nnc(SCc3nnc(-c4ccccc4)o3)n2C)c1,-3
CN(C)c1ccc(NC(=S)NCC2CCCO2)cc1 (centres undefined),-8
Cc1ccc(NC(=O)NCCSc2ccc(C)cc2)cc1,-14

Screening results (PubChem)
